# Compound activity from PubChem BioAssay.
# TRb-SRC2 inh = disrupts binding of human TR beta to SRC2; 280,000 tested, 0.065% active; Potency, µM (series often up to 106 µM), inactives show at the top dose activity change, negative = inhibition, hits mostly inhibitors; TRbeta-SRC2 peptide binding, fluorescence polarization; receptor liganded with 1 µM T3; AID 1469; P10828;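 also: plate controls were bound peptide for no effect and peptide without receptor for full effect; nearly all actives have a fitted effect of over 50% in size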
# Target sequence (P10828 whole entry, looked up): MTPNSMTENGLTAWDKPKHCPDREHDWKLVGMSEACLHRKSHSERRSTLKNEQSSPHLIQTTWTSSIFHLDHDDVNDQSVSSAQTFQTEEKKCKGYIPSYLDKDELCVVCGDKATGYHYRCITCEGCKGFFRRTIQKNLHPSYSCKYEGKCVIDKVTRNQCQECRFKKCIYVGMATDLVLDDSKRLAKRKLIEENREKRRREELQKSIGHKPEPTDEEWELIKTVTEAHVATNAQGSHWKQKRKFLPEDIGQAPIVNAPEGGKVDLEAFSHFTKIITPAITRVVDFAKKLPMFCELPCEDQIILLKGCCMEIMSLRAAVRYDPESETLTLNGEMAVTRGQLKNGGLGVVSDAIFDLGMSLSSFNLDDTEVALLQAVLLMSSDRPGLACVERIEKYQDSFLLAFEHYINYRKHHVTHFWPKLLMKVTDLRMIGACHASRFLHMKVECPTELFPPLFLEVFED
#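 Read-out is fluorescence polarization (555 nm excitation, 632 nm emission) of a Texas Red SRC2 coactivator peptide; loss of signal reflects blocked binding to human TRb ligand-binding domain in the presence of 1 uM T3.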
# Tau fibril ThT = tau fibrillization inhibition (ThT binding); P10636; recombinant tau K18 P301L (four-repeat tau fragment), heparin-induced fibrillization, ThT fluorescence; Potency, µM (doses to about 57.4 µM), for inactives: at the top dose activity, negative = inhibition, hits mostly inhibitors; 270,000 tested, 2.1% active; also: nearly all actives have a fitted effect of over 55% in size
# Target sequence (P10636 561-689 P618L limits assumed): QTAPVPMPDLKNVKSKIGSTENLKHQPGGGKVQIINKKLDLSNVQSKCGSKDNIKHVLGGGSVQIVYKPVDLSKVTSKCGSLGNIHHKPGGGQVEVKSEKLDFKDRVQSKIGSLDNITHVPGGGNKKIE
#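 K18 P301L tau (15 uM + 0.24 uM Alexa 594-tagged), heparin 20 uM, NaOAc pH 7, 6 h 37 C; ThT 30 uM, 1 h RT, ex 450/em 510 nm.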
# GoLoco inh red = RGS12 GoLoco-Gai1 interaction inhibition; P63096; Gai1:RGS12 GoLoco peptide FP, rhodamine, 10 min; Potency, µM (top dose mostly 61.6 µM), for inactives: top-dose activity, negative = inhibition, hits mostly inhibitors; 230,000 tested, 0.44% active; AID 880; active = well fitted inhibition curve with a large enough effect, not every such curve was filed as active; inactive = no such curve, though single readings can be large or run the other way; also: nearly all actives have a fitted effect of over 30% in size; many of its hits are not listed in these tables
# L3MBTL1 inh = inhibitors of human L3MBTL1. AlphaScreen L3MBTL1–H3K9me1 peptide binding. Potency, µM (highest dose often 57.1 µM), without a hit: at the top dose activity, negative = inhibition, most hits filed as inhibitors. 230,000 tested, 0.66% active; also: nearly all actives have a fitted effect of over 60% in size
#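 AlphaScreen assay: L3MBTL1 (50 nM final) was preincubated 30 min at room temperature with biotinylated H3(1-15)K9me1 peptide (75 nM final), then 30 min with library compounds; streptavidin donor and nickel chelate acceptor beads (10 ug/mL final) added, 30 min dark.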
# JMJD2E inh = inhibitors of human JMJD2E histone demethylase | JMJD2E catalytic domain, FDH-coupled NADH fluorescence (FDH is formaldehyde dehydrogenase) | B2RXH2 | 230,000 tested, 1.6% active | Potency, µM (titrated, usually from 57.1 µM), for the others: at the top dose activity change, negative = inhibition, most hits filed as inhibitors; active = well fitted inhibition curve with a large enough effect, not every such curve was filed as active; inconclusive = small, poorly fitted or top-dose-only effect, or another doubt; inactive = no such curve, though single readings can be large or run the other way;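 also: 0% = wells with enzyme and -100% = buffer wells without enzyme; nearly all actives have a fitted effect of over 50% in size; many of its hits are not listed in these tables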
# Target sequence (B2RXH2 1-337 limits assumed): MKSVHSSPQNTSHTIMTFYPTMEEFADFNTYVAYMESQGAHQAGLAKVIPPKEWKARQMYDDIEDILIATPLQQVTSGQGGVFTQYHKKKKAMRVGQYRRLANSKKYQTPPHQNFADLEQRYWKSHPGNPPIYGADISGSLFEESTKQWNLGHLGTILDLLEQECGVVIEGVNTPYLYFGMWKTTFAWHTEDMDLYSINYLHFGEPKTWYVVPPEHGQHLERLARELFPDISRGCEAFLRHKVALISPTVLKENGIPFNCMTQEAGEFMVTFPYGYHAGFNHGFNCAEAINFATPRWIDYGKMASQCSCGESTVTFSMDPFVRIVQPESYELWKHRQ
# TexasRed fluor = Texas Red fluorescence interference in TRb-SRC2 counter-screen; TRb/SRC2 Texas Red total fluorescence interference; Potency, µM (series often up to 106 µM), for inactives: at the top dose fluorescence change, negative = quenching; 280,000 tested, 0.29% active; active = well fitted curve in either direction with a large enough effect; inconclusive = small, poorly fitted or top-dose-only effect
#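 Flags fluorescent or light-absorbing compounds by total fluorescence, S + 2P, at 555 nm excitation and 632 nm emission. Mixture: 20 nM Texas Red SRC2 peptide, 0.6 uM human TRb LBD, 1 uM T3, 5% DMSO; compound exposure 5 h at ambient temperature.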
# Tau FP inhib = blocks human tau fibril formation measured by polarization | P10636 | K18 P301L tau heparin fibrillization, Alexa594 FP, 6 h | Potency, µM (top dose mostly 57.7 µM), without a hit: top-dose activity, negative = inhibition, actives largely listed as inhibitors | 280,000 tested, 0.39% active | AID 1468; also: nearly all actives have a fitted effect of over 55% in size
#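 FP of Alexa 594-tau after heparin (20 uM) induction. Substrate: human K18 P301L, 15 uM unlabeled, 0.24 uM labeled. Buffer 100 mM sodium acetate pH 7. 6 hr, 37 C.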
# RECQ1 inh = blocks DNA unwinding by human RECQ1; 240,000 tested, 0.54% active; RECQ1 DNA unwinding, red fluorescence kinetic read; AID 2549; Potency, µM (highest dose often 57.3 µM), for the others: at the highest dose activity, negative = inhibition, actives largely listed as inhibitors; P46063;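 also: plate controls were vehicle for no effect and no enzyme for full effect; nearly all actives have a fitted effect of over 30% in size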
#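 50 nM RECQ1T1 preincubated 15 min with compound in Tris pH 8.0 buffer with MgCl2, DTT, Tween-20 and 2.5 ug/ml poly(dI-dC); started with 200 nM TAMRA/BHQ-2 forked duplex and 2 mM ATP. Unwinding read as fluorescence (525/598 nm), two reads 2 h apart.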
# Numbers without * were called inactive; i = inactive; ? = inconclusive; . = not tested or not shown; [ ] = another dose, or the depositor's remark. Unless noted, calls follow the shape of the dose curve; as a rule, active = well fitted curve in the direction sought with a large enough effect; inconclusive = small, poorly fitted or top-dose-only effect, or another doubt; inactive = no such curve, though single readings can be large; an effect the other way counts as inactive or inconclusive. Unless noted, % is scaled to controls: 0 for no effect and ±100 for the full control effect; potency is read from the fitted curve at half-maximal effect.
# Order of results: TRb-SRC2 inh | Tau fibril ThT | GoLoco inh red | L3MBTL1 inh | JMJD2E inh | TexasRed fluor | Tau FP inhib | RECQ1 inh
> CC(=O)C1=C(O)CC(c2ccccc2)CC1=NCCc1c(C)[nH]c2ccc(C)cc12 (stereo unspecified)
    5% | 5% | -6% | -8% | -7% | -1% | -1% | -1%
> CCc1ccccc1NC(=O)c1ccc(CN2C(=O)CCn3nc(C)cc32)cc1
    1% | -1% | . | . | . | 0% | 0% | .
> CN1CCN(c2ccccc2NC(=O)C(Cc2ccccc2)n2cccc2)CC1 (stereo unspecified)
    4% | -7% | 12% | 28% | 0% | -1% | 2% | -7%
> COc1ccc(N(CC(=O)Nc2ccc(S(=O)(=O)N3CCOCC3)cc2)S(=O)(=O)c2ccc(F)cc2)cc1
    -1% | ? | 1% | -11% | -8% | -3% | ? | -7%
> CCCN(CC(=O)Nc1cc(Cl)ccc1Cl)C(=O)/C=C/c1ccco1
    8% | 6% | 2% | -11% | -2% | -2% | 13% | 3%
> Cc1ccc(NC(C#N)c2ccccc2OCc2ccccc2)cc1 (stereo unspecified)
    13% | -16% | -2% | 25% | -65% | 3% | -2% | -14%
> CC(NC(=O)CSCc1ccccc1Br)c1ccccc1 (stereo unspecified)
    4% | -8% | 16% | 4% | -5% | 4% | -2% | -4%
> O=C(OC1CCCCC1=O)c1cc(=O)c2ccccc2o1 (stereo unspecified)
    -4% | -14% | 4% | . | -10% | -6% | 0% | -2%
> Cc1cccc(NC(=O)C2CCN(S(=O)(=O)c3c(C)noc3/C=C/c3ccco3)CC2)c1C
    -3% | 2% | . | . | . | -1% | -22% | .
> O=C(NCCN1CCOCC1)c1ccc(CS(=O)(=O)Cc2ccccc2F)o1
    2% | -6% | 4% | 4% | 2% | 0% | 1% | i
> CN(C)c1nc(C(N)=O)nc(N2CCOCC2)n1
    -6% | -5% | 2% | . | 3% | -3% | -6% | -1%
> O=C(Nc1nc(-c2ccc(F)c(F)c2)cs1)c1cnccn1
    4% | -12% | 11% | . | 6% | 0% | -2% | -1%
> O=C(Nc1cccs1)Nc1ccccc1Cl
    -6% | ? | 28% | . | ? | -3% | 2% | -5%
> CN1CCN(C2=C(Cl)C(=O)N(Cc3ccccc3)C2=O)CC1
    -4% | ? | 3% | -1% | ? | -3% | -4% | 0%
> COc1ccc(CCNC(=O)CCn2c(=O)c3cccn3c3ccc(F)cc32)cc1OC
    4% | 1% | . | . | . | 8% | 1% | .
> COc1cccc(-c2cc(N)nn2C(=O)Nc2ccc(Cl)cc2)c1
    -6% | 17% | 5% | -6% | -15% | 0% | -11% | i
> CCOC(=O)C1(CC2CCCCO2)CCN(Cc2cc(F)ccc2-n2cccn2)CC1 (stereo unspecified)
    -3% | ? | 14% | -4% | -10% | 3% | -6% | i
> COc1ccc(OC)c(/C=N/NC(=O)CC(=O)NCc2ccccc2)c1
    7% | -14% | -3% | -3% | ? | -1% | -3% | -7%
> O=c1oc2ccc3ccccc3c2c2c1SC(C(F)(F)F)C2 (stereo unspecified)
    -11% | -2% | 3% | . | ? | 0% | -13% | -12%
> O=C(c1ccc2c(=O)n(C3CCCC3)c(=S)[nH]c2c1)N1CCCCCC1
    -1% | -2% | 3% | . | 0% | -4% | ? | 14%
> CCOc1ccc(OCc2ccc(C(=O)Nc3cccnc3)o2)cc1
    0% | ? | 14% | -2% | -15% | 2% | -11% | i
> Cc1ccc(NC(=O)n2ncc3c(C)cccc32)c(C)c1
    1% | -3% | . | . | . | 1% | 0% | .
> O=C(COC(=O)c1ccncc1)NC(=O)C1CCCCC1
    -5% | 2% | 0% | 9% | ? | 1% | 3% | -3%
> Cc1onc(-c2c(Cl)cccc2Cl)c1NC(=O)N(C)N
    0% | . | 1% | . | 1% | -3% | 0%[0.0958 µM] | -5%
> O=C(NO)c1ccc(C(=O)N(C2CCCCC2)C2CCCCC2)cc1
    3% | 9% | 1% | 5% | ? | -3% | 6% | ?
> Cc1cc(C)n2ncc(C(=O)Nc3ccc(Cl)c(Cl)c3)c2n1
    -4% | ? | 33%[activator] | -3% | -25% | -1% | 6% | i
> Cc1ccc(S(=O)(=O)NCc2cn3c(C)csc3n2)cc1
    -2% | -7% | 7% | . | 8% | -5% | 1% | -12%
> Nc1[nH]n(-c2ccccc2)c(=O)c1N=Nc1ccc2ncsc2c1
    2% | 2.2µM* | -16% | ? | -1% | -16% | ? | i
> O=C(Nc1sc2c(c1-c1nc3ccccc3[nH]1)CCCC2)C1CCCC1
    -24% | ? | 15% | 5% | ? | -1% | -2% | i
> CCC1CCCCN1c1nc2c(C=O)c(C)nn2c2ccccc12 (stereo unspecified)
    -4% | -18% | 5% | 68%[activator] | ? | 1% | -13% | -6%
> COc1ccc(N(C=O)C(=S)SC)cc1
    -8% | ? | -12% | 2% | -3% | -2% | -12% | -6%
> CCOC(=O)COC(=O)c1ccc(Oc2cc(C)nc(SC)n2)cc1
    -13% | ? | -9% | 15% | -2% | 1% | 1% | -1%
> OC1(c2ccc(Cl)cc2)CCN(Cc2cn[nH]c2-c2ccc(F)cc2)CC1
    -1% | 1% | -34% | -2% | -2% | -2% | 4% | -15%
> CC(C)(C)NC(=O)C1CCC(C)(C(=O)O)C1(C)C (stereo unspecified)
    -1% | -2% | 3% | 2% | 7% | -4% | 0% | -4%
> CCc1ccc(NS(=O)(=O)c2ccc(C(=O)N(C)C)s2)cc1
    -3% | 1% | . | . | . | 0% | -5% | .
> COc1ccc(Cl)cc1NC(=O)CCCn1c(=O)c2cccn2c2cccnc21
    2% | ? | . | . | . | -1% | 7% | .
> CC1=C(C(=O)Nc2ccccc2)C(c2ccco2)C(C#N)=C(SCC(=O)OC(C)C)N1 (stereo unspecified)
    -1% | ? | 7% | -2% | -6% | -1% | 2% | -1%
> COc1ccc(NC(=O)CCn2cccn2)cc1OC
    6% | -9% | . | . | . | 1% | 6% | .
> O=C(CSc1ccccc1C(=O)O)c1ccc([N+](=O)[O-])cc1
    -4% | ? | -12% | . | -1% | -1% | 2% | 8%
> CNC(=S)N(Cc1cc2ccc(OC)cc2[nH]c1=O)CC1CCCO1 (stereo unspecified)
    4% | -1% | 6% | -17% | -21% | 3% | 3% | i
> CC(=O)OC(C)(CCC(C)(OC(C)=O)C(C)=O)C(C)=O (stereo unspecified)
    -22% | 0% | 3% | -1% | -3% | -2% | -13% | -2%
> CNC(=O)CN(c1cc(C)ccc1C)S(C)(=O)=O
    -5% | -7% | 4% | 18%[11.4 µM] | 0% | 1% | -8% | -7%
> CCc1ccc(S(=O)(=O)c2cn(C)c3cc(N4CCC(C)CC4)c(F)cc3c2=O)cc1
    -1% | 8% | . | . | . | 10% | -1% | .
> CCOC(=O)c1c(NC(=O)c2noc3c2CCCC3)sc(C)c1C
    -1% | -18% | -5% | 4% | -10% | -4% | -9% | 7%
> O=C(NCc1ccccc1)C12CN(Cc3ccccc3)CC1C(c1cccc([N+](=O)[O-])c1)=NO2 (stereo unspecified)
    1% | -2% | 7% | -9% | -3% | 2% | 1% | -6%
> Cc1ccc(N(CC(=O)NCC2CCCO2)C(=O)CCC(=O)Nc2ccccn2)cc1C (stereo unspecified)
    -1% | -22% | 2% | -4% | 0% | -8% | 4% | -2%
> COc1ccc2nc(SCc3cccnc3)c(C#N)cc2c1
    -4% | -4% | 2% | -4% | -6% | 0% | 7% | i
> Oc1c(C(c2ccc(Br)cc2)N2CCOCC2)sc2nc(-c3ccco3)nn12 (stereo unspecified)
    -6% | -11% | . | . | . | 0% | -16% | .
> CN(C(=O)Cn1ncc2c1-c1ccccc1OC2)c1ccc(Br)cc1
    -2% | -6% | . | . | . | ? | -7% | .
> Cc1cc([N+](=O)[O-])c(C)cc1-c1ccc(/C=N/NC(=O)Cn2nnnc2N)o1
    11% | ? | 34%[activator] | ? | 0% | -7% | 10% | 1%
> COc1cccc(OC)c1C(=O)NC(=S)Nc1cccc(NC(=O)c2ccco2)c1
    -9% | -10% | 11% | -6% | -14% | -4% | ? | -11%
> CC1=C(C(=O)OC2CCCCCC2)C(c2c(Cl)cccc2Cl)CC(=O)N1 (stereo unspecified)
    -1% | -20% | . | . | . | 1% | 12% | .

# Of the compounds above, eight contain fluorine:
# Order of results: TRb-SRC2 inh | Tau fibril ThT | GoLoco inh red | L3MBTL1 inh | JMJD2E inh | TexasRed fluor | Tau FP inhib | RECQ1 inh
> COc1ccc(N(CC(=O)Nc2ccc(S(=O)(=O)N3CCOCC3)cc2)S(=O)(=O)c2ccc(F)cc2)cc1
    -1% | ? | 1% | -11% | -8% | -3% | ? | -7%
> O=C(NCCN1CCOCC1)c1ccc(CS(=O)(=O)Cc2ccccc2F)o1
    2% | -6% | 4% | 4% | 2% | 0% | 1% | i
> O=C(Nc1nc(-c2ccc(F)c(F)c2)cs1)c1cnccn1
    4% | -12% | 11% | . | 6% | 0% | -2% | -1%
> COc1ccc(CCNC(=O)CCn2c(=O)c3cccn3c3ccc(F)cc32)cc1OC
    4% | 1% | . | . | . | 8% | 1% | .
> CCOC(=O)C1(CC2CCCCO2)CCN(Cc2cc(F)ccc2-n2cccn2)CC1 (stereo unspecified)
    -3% | ? | 14% | -4% | -10% | 3% | -6% | i
> O=c1oc2ccc3ccccc3c2c2c1SC(C(F)(F)F)C2 (stereo unspecified)
    -11% | -2% | 3% | . | ? | 0% | -13% | -12%
> OC1(c2ccc(Cl)cc2)CCN(Cc2cn[nH]c2-c2ccc(F)cc2)CC1
    -1% | 1% | -34% | -2% | -2% | -2% | 4% | -15%
> CCc1ccc(S(=O)(=O)c2cn(C)c3cc(N4CCC(C)CC4)c(F)cc3c2=O)cc1
    -1% | 8% | . | . | . | 10% | -1% | .

# Some of the compounds tested (hit frequency here may not be typical).
